Assay outcomes: PubChem BioAssay, several laboratories
phage Ecoli inh: E. coli growth loss with phage present. growth absorbance. inhibition, % at 11.9 µM. actives 0.26% (n = 360,000). AID 651602; in the data active = inhibition above about 11%
SR-BI uptake up: activators of SR-BI mediated HDL lipid uptake | activation, % at 12.5 µM | actives 0.096% (n = 320,000) | AID 504775 | CHO ldlA[mSR-BI] cells, DiI-HDL uptake fluorescence, 3 h; 100 = double the neutral-control signal;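 active = mean replicate activation of at least 60% and every replicate at or above 60%; inconclusive = mean or all-replicate condition met, but not both; inactive = mean below 60% and not all replicates reaching 60%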;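 also: 0% = median plate neutral-control signal and 100% = twice that signal; values of inactives mirror those of a sister screen read the other way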
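System: CHO ldlA[mSR-BI] cells / Medium: HEPES-buffered (25 mM, pH 7.4) F12 plus 0.5% BSA / Probe or stimulus: labelled HDL, 10 µg/mL / Doses: single compound concentration, delivered by pin transfer / Schedule: 3 h, 37 °C / Measured by: DiI fluorescence, bottom read / Measure: cell-associated DiI fluorescence as measure of HDL uptake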
E coli growth: reduces bacterial viability in AddAB counter-screen; E. coli V3065 growth, OD600 absorbance, 18 h; inhibition, % at 11.9 µM; actives 0.27% (n = 330,000);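 active = inhibition above the campaign's mean inhibition across all tested compounds plus 3 SD, cut at about 9.9% in these data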;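 also: uninfected addAB+ strain grown without phage in ampicillin broth; 0% = DMSO wells and 100% = ciprofloxacin 0.95 µg/ml wells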
SR-BI DiI inh: mouse SR-BI HDL lipid transfer inhibition. Q61009. ldlA[mSR-BI] CHO cells, DiI-HDL uptake fluorescence, 3 h. inhibition, % at 12.5 µM. actives 0.96% (n = 320,000). AID 488896;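 active = mean replicate inhibition of at least 70% and a set share of replicates each scoring 70 or more; inconclusive = meets just one of the two criteria; inactive = fails both criteria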;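 also: 0% = median of neutral control wells and 100% = median of positive control wells; values of inactives mirror those of a sister screen read the other way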
Target sequence (Q61009 whole entry, looked up): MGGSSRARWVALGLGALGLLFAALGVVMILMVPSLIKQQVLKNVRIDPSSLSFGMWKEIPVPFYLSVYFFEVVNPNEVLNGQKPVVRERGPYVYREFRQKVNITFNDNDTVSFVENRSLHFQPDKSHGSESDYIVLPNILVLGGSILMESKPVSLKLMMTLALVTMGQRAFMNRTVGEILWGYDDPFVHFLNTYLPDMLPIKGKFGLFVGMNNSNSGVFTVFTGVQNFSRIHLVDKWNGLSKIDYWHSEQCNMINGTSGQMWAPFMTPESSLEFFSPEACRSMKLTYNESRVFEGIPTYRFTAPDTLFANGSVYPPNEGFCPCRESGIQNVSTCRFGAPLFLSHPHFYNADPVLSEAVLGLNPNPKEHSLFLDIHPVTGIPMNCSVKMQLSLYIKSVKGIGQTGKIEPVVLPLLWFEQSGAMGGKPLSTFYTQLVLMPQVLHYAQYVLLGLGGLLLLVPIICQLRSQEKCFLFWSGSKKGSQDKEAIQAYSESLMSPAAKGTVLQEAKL
MITF act: MITF TRPM1 promoter activation in melanoma cells; AID 588334; SK-MEL-5 TRPM1-promoter luciferase, 24 h; % of positive control, neutral wells = 0; actives 0.75% (n = 300,000); activation, % at 12.5 µM;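 active = mean activation of at least 80% with every replicate also reaching 80%; inconclusive = mean reaches 80% but some replicate falls short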;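 also: 0% = neutral control wells and 100% = parthenolide positive control wells; values of inactives mirror those of a sister screen read the other way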
CAL PDZ FP-1: human CAL PDZ-peptide interaction inhibition; Q9HD26; purified CAL PDZ, TMR-peptide fluorescence polarization, 1 h; inhibition, % at 20 µM; actives 0.02% (n = 330,000); AID 504414;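 active = highest replicate inhibition of at least 40%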;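 also: plate controls were DMSO neutral control wells for no effect and unlabeled competitor peptide control wells for full effect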
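Test system: purified CerCALP PDZ construct; Compound dosing: one concentration, 20 µM compound; Also added: TMR-labelled reporter peptide T*-PRC34 bound in PDZ groove; Read-out: inhibition from polarization loss; Controls: unlabelled peptide and DMSO controls; Signal: FP readout, S and P plane fluorescence; Incubation: 1 h at RT.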
Tat export inh: E. coli Tat transport inhibition; E. coli MC4100 TorA-mCherry Tat export, fluorescence; inhibition, % at 10 µM; actives 0.036% (n = 340,000);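 active = mean replicate inhibition at least 50% and at least half of replicates individually reaching 50%; inconclusive = only one of the two criteria met; inactive = neither criterion met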;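 also: exported cargo escapes ClpAP degradation while cytoplasmic cargo is degraded and loses fluorescence; 0% = median of neutral control wells and 100% = median of NaSCN control wells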
Wnt bcat act: activators of Wnt/beta-catenin signaling. Wnt/beta-catenin reporter cell assay, activator, plate reader. activation, % at 9.35 µM. actives 1.2% (n = 300,000); in the data active = activation above about 30%, passing the limit was not always enough; inconclusive = no clear call, values can overlap the other calls;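 also: 0% = neutral control wells and 100% = positive control wells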
CAL PDZ FP-2: CAL PDZ (human) peptide binding inhibition. Q9HD26. purified CAL PDZ, TMR-peptide fluorescence polarization, 1 h. inhibition, % at 24.9 µM. actives 0.92% (n = 300,000). AID 602252;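 active = mean inhibition of at least 30% with at least half of replicates also reaching 30%; inconclusive = no clear call, values can overlap the other calls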;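 also: 0% = DMSO neutral control and 100% = excess unlabeled competitor peptide PRC23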
AddAB inh: less growth of phage-infected E. coli with AddAB | E. coli expressing H. pylori AddAB, absorbance growth | inhibition, % at 11.9 µM | actives 0.29% (n = 330,000); in the data active = inhibition above about 12%;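 also: 0% = vehicle wells of infected cells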
* = called active by the depositor; ? = inconclusive; · = not tested or not shown.

Start of the listing, in advance, 3 compounds:
canonical_smiles,phage Ecoli inh,SR-BI uptake up,E coli growth,SR-BI DiI inh,MITF act,CAL PDZ FP-1,Tat export inh,Wnt bcat act,CAL PDZ FP-2,AddAB inh
CCCS(=O)(=O)c1nc(S(=O)(=O)c2ccc(C)cc2)c(NCCCn2ccnc2)s1,-12,1,-0.7,-1,6,-0.9,6,0,-1,-0.5
CC(C)CCNC(=O)C(=O)Nc1cc2c3c(c1)CC(=O)N3CCC2,2.9,-8,2.8,8,5,0.7,-2,-1,·,3.6
CCc1ccc(NC2CC(=O)N(CCc3ccc(OC)c(OC)c3)C2=O)cc1 (centres undefined),1.4,-16,2.6,16,-8,-0.5,0,-2,-4,0.3

Results, from the start:
canonical_smiles,phage Ecoli inh,SR-BI uptake up,E coli growth,SR-BI DiI inh,MITF act,CAL PDZ FP-1,Tat export inh,Wnt bcat act,CAL PDZ FP-2,AddAB inh
CCCS(=O)(=O)c1nc(S(=O)(=O)c2ccc(C)cc2)c(NCCCn2ccnc2)s1,-12,1,-0.7,-1,6,-0.9,6,0,-1,-0.5
CC(C)CCNC(=O)C(=O)Nc1cc2c3c(c1)CC(=O)N3CCC2,2.9,-8,2.8,8,5,0.7,-2,-1,·,3.6
CCc1ccc(NC2CC(=O)N(CCc3ccc(OC)c(OC)c3)C2=O)cc1 (centres undefined),1.4,-16,2.6,16,-8,-0.5,0,-2,-4,0.3
Cn1c(=O)c2c([nH]c(=S)n2Cc2ccc(Cl)cc2)n(C)c1=O,2.4,2,-3.5,-2,3,1.0,-1,0,·,-2.9
Cc1c(Cl)ccc(S(=O)(=O)NCCCn2ccnc2)c1Cl,3.8,11,-0.7,-11,7,-0.3,0,-2,-4,0.3
O=C(O)CCc1ccc(S(=O)(=O)NCCc2ccccc2)cc1,2.6,25,0.1,-25,-8,-0.2,0,·,3,0.1
CCO[C@H]1OC(C(=O)NCc2ccccc2)=C[C@@H](c2ccc(Br)cc2)[C@@H]1CCCO,1.7,5,-2.5,-5,9,-0.7,4,2,-1,1.1
C=CCn1ccc(O)c(Cc2ccc(Cl)cc2)c1=O,1.1,-1,1.1,1,4,-0.8,5,3,1,-0.4
OC(CN1CCOCC1)Cn1c(-c2cccc(Cl)c2)nc2ccccc21 (centres undefined),0.5,-18,0.3,18,·,-2.1,-8,2,-4,5.5
COC(=O)c1c(C)[nH]c(C(=O)COc2ccc3ccc(=O)oc3c2)c1C,1.6,-25,-0.3,25,1,-1.9,5,1,-4,2.0
Cc1ccc(-c2cc(C(=O)N3CCCCC3)c3ccccc3n2)cc1C,5.3,-10,0.3,10,54,-0.8,7,0,4,0.7
CCOC(=O)c1ccc(N2C(=O)c3n[nH]c(C)c3C2c2ccco2)cc1 (centres undefined),1.2,-59,0.8,59,-6,·,9,·,-6,1.6
COCCn1c(SCC(=O)c2c(N)n(C)c(=O)n(C)c2=O)nc2ccccc21,-0.6,3,0.8,-3,5,-2.9,4,0,23,-0.5
Cn1nc(-c2ccccc2)c(C(=O)NCC(=O)O)c1Cl,3.4,-2,-1.3,2,-6,-0.4,-8,-1,-2,2.2
Cc1ccc(C(=O)N2CCN(C(=O)N3CCOCC3)CC2)cc1,1.3,11,0.2,-11,12,-2.5,2,·,-5,0.2
COc1cc(C)ccc1OCCCON1C(=O)CCC1=O,0.5,25,3.0,-25,2,-1.1,-5,0,-3,0.9
CN(CC(=O)N1CC=C(c2ccccc2)CC1)S(=O)(=O)c1ccc2c(c1)c(=O)n(C)c(=O)n2C,0.4,16,-0.8,-16,-3,-2.4,-4,-3,·,0.7
C=CCN(c1ccccc1OC)S(=O)(=O)c1cccc(C(=O)NCc2ccco2)c1,0.2,23,1.6,-23,14,0.1,-4,-2,-2,0.5
CCn1cc(C(=O)N2CCN(Cc3ccc4c(c3)OCO4)CC2)c(=O)c2ccc(C)nc21,3.0,-10,0.6,10,-6,-0.3,-6,-2,-2,2.4
NS(=O)(=O)c1ccc(NC(=S)N2CCN(c3ccccc3Cl)CC2)cc1,2.8,-24,0.6,24,-4,0.2,14,·,-4,-0.7
CC(C)NC(=O)COC(=O)c1ccc(Cl)c(S(N)(=O)=O)c1,0.8,-1,-0.7,1,-1,-0.7,-1,-2,-6,0.6
COc1cc(CN2CCN(C(=O)c3ccc(-c4ccccc4)cc3)CC2)cc(OC)c1OC,-2.4,-84,-1.7,84*,-6,0.2,1,-1,9,3.7
Nc1ccc(C(=O)OCC(=O)N2CCOCC2)cc1[N+](=O)[O-],2.8,12,-1.5,-12,33,-1.2,0,?,0,-0.6
Cc1cccc(NC(=O)CSc2cccc[n+]2[O-])c1C,1.5,4,0.2,-4,-3,0.2,-2,0,-1,-3.3
Cn1c(=O)cc(SCC(=O)NCC2CCCO2)c2ccc(Cl)cc21 (centres undefined),2.0,-38,-0.4,38,·,-2.4,-10,-2,-4,2.8
O=C1C(C=NCC2CCCO2)=C(O)c2ccccc21 (centres undefined),2.8,17,-1.7,-17,62,-1.6,1,19,·,-0.5
COc1ccc(S(=O)(=O)N2CCCC(N(C)CCc3ccccc3)C2)cc1OC (centres undefined),-0.5,12,0.1,-12,0,-0.9,4,2,-1,0.6
O=C(Cn1ccc2ccccc21)Nc1ccc2c(c1)OCO2,2.1,0,-2.4,0,0,-1.1,-9,-6,-1,1.7
CC(=O)Nc1ccc(S(=O)(=O)Nc2nccc(C3Cc4ccccc4C(=O)O3)n2)cc1 (centres undefined),-2.1,0,-2.0,0,2,-1.9,-4,·,-2,2.2
O=C(N=C1N=C2C=CC(Br)=CN2Cc2ccccc21)c1ccc([N+](=O)[O-])cc1[N+](=O)[O-],1.2,·,0.6,·,39,-0.3,-3,56*,-8,-0.4
COc1ccccc1C(=O)NCCC(=O)N1CC=C(c2ccccc2)CC1,1.2,4,1.9,-4,12,-0.3,3,2,-5,5.0
Cc1ccc(S(=O)(=O)N2CCc3ccccc3C2CC(=O)O)cc1 (centres undefined),-3.3,·,0.2,·,3,-1.0,26,0,·,0.1
C[C@H](NS(=O)(=O)c1ccc(Cl)c(Cl)c1)C(=O)OCc1cc(=O)n2cc(Br)ccc2n1,0.8,20,-0.3,-20,-3,-2.2,?,-7,-2,1.7
COc1ccc(NC(=O)CN(C)CC(=O)NC(=O)NC2CCCCC2)cc1,-1.5,9,0.0,-9,-10,-0.7,9,-2,-8,-0.1
COc1ccc(S(=O)(=O)N2CCOCC2)cc1NC(=O)CCNC(=O)c1ccc(Br)cc1,0.4,-11,0.6,11,-2,-0.5,9,0,-3,-0.2
CC(=O)c1ccc(OCc2cc(C(=O)NCCc3ccc(Cl)cc3)no2)cc1,3.8,2,0.8,-2,21,1.6,2,3,68*,1.1
Cc1ccc(NC(=S)Nc2ccc(S(=O)(=O)N3CCOCC3)cc2)cc1S(=O)(=O)N1CCOCC1,2.8,-57,-2.6,57,-8,-1.6,9,-1,6,3.6
COc1ccc(/C=N/NC(=O)C(C)n2nnc3ccccc32)cc1OC (centres undefined),1.3,4,-0.8,-4,12,-0.7,-7,·,-2,3.1
COCC(C)NC(=O)CCS(=O)(=O)c1nc(-c2ccc(OC)cc2)cc(C(F)(F)F)n1 (centres undefined),1.0,21,0.9,-21,-7,-0.7,-3,·,-2,4.5
COc1ccc(CN2CCCC(CNC(=O)c3ccc(F)cc3)C2)cc1OC (centres undefined),4.1,13,2.8,-13,-7,-0.1,1,-1,·,4.4
COc1cccc(C(=O)NC2CCN(C(=O)N3CCCCC3)CC2)c1,1.5,-5,1.3,5,-7,-1.8,-2,-2,-2,0.2
COc1ccc(-c2nnc(SCC(=O)NC3CCCCC3)o2)cc1OC,2.4,-4,0.5,4,7,0.5,-3,-2,·,1.9
CCOc1ccc(OCCC(=O)OCC(=O)NCc2ccc(Cl)cc2)cc1,2.6,22,-2.7,-22,6,-0.8,-7,-2,-2,-0.7
CC(C)(C)c1ccc(C(=O)C2CCCN(C(=O)CCn3cncn3)C2)cc1 (centres undefined),1.7,·,-0.1,-40,10,-4.1,4,1,·,-0.4
CCOC(=O)N1CCN(C(=O)c2cc(COc3ccc4ncccc4c3)on2)CC1,4.7,0,-3.0,0,-23,-0.5,9,-1,1,0.0
NC(=O)c1ccc(NC(=O)CN2CCN(Cc3ccccc3)CC2)cc1,2.0,8,2.9,-8,·,-2.8,2,-1,-2,2.5
Cc1cccc(-c2noc(CCCC(=O)NCC3CCCO3)n2)c1 (centres undefined),-0.4,-2,-1.3,2,3,-1.3,0,-3,-3,4.6
CC(=O)Nc1ccc(Cl)c(C(N)=O)c1,0.9,21,0.9,-21,-7,-0.7,-1,·,·,2.6
CCCn1c(CNC(=O)c2ccccc2)nc2ccccc21,-0.1,2,-0.2,-2,-17,-1.6,-1,·,2,-0.4
Cc1nc(NC(=O)COC(=O)CCc2nc3ccccc3s2)c(Cl)cc1Cl,5.2,28,-2.5,-28,3,-2.6,2,·,-1,4.4
N#CC(c1ccc(Cl)cc1)c1cccc(Cl)n1 (centres undefined),0.3,-7,0.1,7,15,-0.1,1,-1,0,0.8
